Sm TGR block – qHTS Assay for the Inhibitors of Schistosoma Mansoni Peroxiredoxins; purified TGR, DTNB reduction, TNB absorbance 405 nm; 3% of 360,000 active; Potency, µM (highest dose often 114 µM), without a hit: top-dose activity change, negative = inhibition, usual class: inhibitors; Schistosoma mansoni thioredoxin glutathione reductase (TGR), Q962Y6; note: potency is the fitted concentration of half-maximal effect; nearly all actives have a fitted effect of over 60% in size
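Kinetic colorimetric format: TGR-catalysed, NADPH-driven DTNB reduction monitored via TNB absorbance. Enzyme dispensed at 20 nM; compound exposure 15 min at room temperature before reaction start.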
HCMV inh – qHTS Assay for inhibitors of the human cytomegalovirus (HCMV); HFF cells, HCMV-luciferase reporter, 72 h; stronger effect = lower value; activity change, negative = inhibition, % at 57.5 µM; 4.5% of 410,000 active; AID 1259415, 2018; in the data active = activity change below about -60%; inconclusive = no clear call, values can overlap the other calls; inactive = above about -39%
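HFF cells seeded 16 h at 37C, treated with compounds, infected with luciferase-reporter HCMV at MOI 1 PFU/cell; luciferase read at 72 h post infection, normalized to buffer-only and Salinomycin controls.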
AMA1-RON2 inh – qHTS for Inhibitors of AMA1-RON; Towards Development of Antimalarial Drug Lead: Primary Screen; AlphaScreen AMA1-biotinylated RON2 peptide binding; Potency, µM (series often up to 58.2 µM), without a hit: at the top dose activity change, negative = inhibition, most hits filed as inhibitors; 0.2% of 360,000 active; AID 720542, 2013;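 note: potency is the fitted concentration of half-maximal effect; 0% = vehicle wells and -100% = peptide control; nearly all actives have a fitted effect of over 45% in size; some results filed as inactive show a strong effect at the top dose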
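AMA1 (3D7) with his tag at 25 nM final met compounds first, then biotinylated RON2 peptide at 25 nM; detection used donor plus acceptor beads, 10 µg/mL apiece, read by AlphaScreen after 30 min at room temperature.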
Tb PYK inh – qHTS of Trypanosoma Brucei Inhibitors | pyruvate kinase (Trypanosoma brucei), Q57TT1 | TbPYK enzyme, Kinase-Glo Plus ATP luminescence, 45 min | Potency, µM (titrated, usually from 76.8 µM), for the others: at the highest dose activity, negative = inhibition, actives largely listed as inhibitors | 0.12% of 410,000 active | AID 624173, 2012; note: potency is the fitted concentration of half-maximal effect; nearly all actives have a fitted effect of over 50% in size
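TbPYK + substrate in 50 mM TEA pH 7.2, 100 mM KCl, 10 mM MgCl2, 0.05% BSA, 0.01% Tween-20; cpd pinned; ADP 130 uM final; 45 min RT; Kinase-Glo Plus 10 min; luminescence endpoint.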
LmPK inh – qHTS Assay for Inhibitors of Leishmania Mexicana Pyruvate Kinase (LmPK); purified LmPK, Kinase-Glo ATP luminescence, 1 h; Potency, µM (top dose mostly 57.5 µM), for inactives: at the top dose activity change, negative = inhibition, usual class: inhibitors; AID 1721, 2009; Q27686; 0.37% of 290,000 active; note: potency is the fitted concentration of half-maximal effect
Target sequence (Q27686 whole entry, looked up): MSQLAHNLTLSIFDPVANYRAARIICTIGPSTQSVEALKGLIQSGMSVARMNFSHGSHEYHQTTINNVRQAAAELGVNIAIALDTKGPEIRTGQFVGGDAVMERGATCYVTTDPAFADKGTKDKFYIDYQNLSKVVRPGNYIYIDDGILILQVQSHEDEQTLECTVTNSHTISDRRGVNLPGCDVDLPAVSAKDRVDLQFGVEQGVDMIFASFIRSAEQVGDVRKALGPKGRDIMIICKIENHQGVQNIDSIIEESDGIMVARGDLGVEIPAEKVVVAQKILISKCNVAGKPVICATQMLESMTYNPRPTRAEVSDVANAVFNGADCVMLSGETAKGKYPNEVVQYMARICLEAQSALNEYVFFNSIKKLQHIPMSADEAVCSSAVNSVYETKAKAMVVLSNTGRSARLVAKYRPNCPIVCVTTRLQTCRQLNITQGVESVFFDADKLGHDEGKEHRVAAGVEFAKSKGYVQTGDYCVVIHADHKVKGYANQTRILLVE
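Kinase-Glo luminescence read after 1 h RT reaction of 0.1 nM LmPK with 0.5 mM PEP and 0.1 mM ADP. Activity scaled between uninhibited and enzyme-free controls.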
AmpC inh no detg – qHTS Inhibitors of AmpC Beta-Lactamase (assay without detergent). AmpC nitrocefin hydrolysis, absorbance 480 nm, 0.0001% Triton. Potency, µM (doses to about 57.1 µM), inactives show at the top dose activity change, negative = inhibition, hits mostly inhibitors. 0.52% of 330,000 active. P00811;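 note: potency is the fitted concentration of half-maximal effect; plate controls were no compound for no effect and no enzyme for full effect; nearly all actives have a fitted effect of over 20% in size; some results filed as inactive show a strong effect at the top dose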
Target sequence (P00811 whole entry, looked up): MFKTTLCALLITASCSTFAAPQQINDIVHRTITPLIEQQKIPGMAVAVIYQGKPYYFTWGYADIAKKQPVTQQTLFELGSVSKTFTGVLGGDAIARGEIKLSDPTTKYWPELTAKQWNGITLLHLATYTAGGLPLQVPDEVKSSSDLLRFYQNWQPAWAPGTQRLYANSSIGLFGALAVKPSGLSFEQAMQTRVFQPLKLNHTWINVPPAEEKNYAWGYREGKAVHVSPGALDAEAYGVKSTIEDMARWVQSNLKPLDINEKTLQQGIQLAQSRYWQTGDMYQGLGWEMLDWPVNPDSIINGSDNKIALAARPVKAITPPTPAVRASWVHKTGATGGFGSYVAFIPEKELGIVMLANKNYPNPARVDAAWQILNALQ
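20 mM phosphate pH 7.0 + 0.01% (detergent screen) or 0.0001% Triton X-100; 5.3 nM AmpC reagent; cpd preinc 15 min RT; nitrocefin (800 uM stock) to start; A480 q20 s × 4 min; Activity was normalised to no-enzyme and no-compound control wells.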
AmpC detergent – qHTS Inhibitors of AmpC Beta-Lactamase (assay with detergent); P00811; AmpC hydrolysis of nitrocefin, absorbance 480 nm, 0.01% Triton; Potency, µM (doses to about 114 µM), inactives show top-dose activity change, negative = inhibition, most hits filed as inhibitors; 0.041% of 370,000 active;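 note: potency is the fitted concentration of half-maximal effect; 0% = no-compound wells and -100% = no-enzyme wells; nearly all actives have a fitted effect of over 25% in size; some results filed as inactive show a strong effect at the top dose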
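AmpC (5.3 nM in the dispensed reagent) in 20 mM phosphate pH 7.0 with 0.01% (detergent screen) or 0.0001% Triton X-100 was preincubated with compounds for 15 min at room temperature. Nitrocefin was then added from an 800 uM solution, and hydrolysis was followed at 480 nm.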
Starred values were filed as active, the others as inactive; u = inconclusive; x = no result given; & = joins results of further samples; [ ] = remark or other dose. Unless noted, calls come from the whole dose curve; as a rule, active = well fitted curve in the direction sought with a large enough effect; inconclusive = small, poorly fitted or top-dose-only effect, or another doubt; inactive = no such curve, though single readings can be large; an effect the other way counts as inactive or inconclusive. Unless noted, % is set by controls: 0 for no effect and ±100 for the full control effect.

Under each structure – AmpC inh no detg, LmPK inh, AMA1-RON2 inh, HCMV inh, Sm TGR block, Tb PYK inh, AmpC detergent
- O=C(c1ccccc1)N(c1ccccc1)C1C=CS(=O)(=O)C1 (stereo not drawn)
  -11%, -2%, -6%, 15, 3%, -10%, -7%
- COC(=O)c1ccccc1NC(=O)Nc1cc(C)cc(C)n1
  -11%, -3%, 6%, 15, 3%, -15%, -4%
- O=C(NC12CC3CC(CC(C3)C1)C2)c1cc([N+](=O)[O-])ccc1Cl
  -23%, 2%, 2%, -35, 5%, -14%, -15%
- COc1ccccc1OCCNC(=O)CCNS(=O)(=O)c1ccc(C)cc1
  x, x, 10%, -2, x, -5%, x
- COc1ccc(-c2noc(N3CCC(C(=O)NC(C)c4ccccc4)CC3)n2)cc1 (stereo not drawn)
  21%, -7%, -3%, -63*, 11%, -1%, u
- O=C(COC(=O)CNC(=O)C1CCCCC1)NCc1ccccc1
  -14%, x, 8%, 69, -4%, 6%, 0%
- COc1cccc(CNC(=O)COC(=O)C2CC3CCCC(C2)C3=O)c1 (stereo not drawn)
  -4%, x, 4%, -7, -5%, -2%, -9%
- O=C(c1csc2c1CCCC2)N1CCN(c2ccccc2)CC1
  10%, -1%, -2%, 21, -8%, 0%, -12%
- COc1ccccc1N1CCN(CCS(=O)(=O)c2cc(Cl)ccc2Cl)CC1
  x, x, 1%, -20, x, -4%, x
- Cc1ccc(S(=O)(=O)NCCC(=O)Nc2cccc(S(=O)(=O)N3CCCC3)c2)cc1C
  -7%, x, -3%, -11, x, -8%, x
- CCCCc1nn2c(C)c(-c3ccc(OCC)cc3)nc2s1
  x, x, x, -5, -9%, -2%, -2%
- C#CCn1c(=NC(=O)c2ccc(Cl)s2)sc2cccc(OC)c21
  u, 3%, -6%, 5, -2%, 5%, -13%
- CC(NC(=O)C1CCCN(S(=O)(=O)c2cnc[nH]2)C1)c1ccccc1 (stereo not drawn)
  -12%, 5%, -3%, -25, 1%, -1%, u
- COc1ccc(NC(=O)COC(=O)CCSc2ccccc2)cc1OC
  -2%, x, -2%, -7, x, 5%, x
- OCC[C@H]1C[C@H](O)[C@@H](O)[C@@]2(OCc3ccccc32)O1
  -18%, x, 11%, -14, 45µM*, -1%, -8%
- Clc1cccc(Nc2c3c(nc4ncnn24)CCC3)c1
  52%, 1%, 49%[activator], -2, -20%, 4%, 8%
- CCOc1ccc(C2C(C(=O)Nc3ccc(C)cc3C)=C(C)Nc3c(C(=O)Nc4ccc(C)cc4)cnn32)cc1OC (stereo not drawn)
  x, x, x, -12, 5%, 2%, 6%
- COc1cc(S(=O)(=O)N2CCCCC2)ccc1NC=O
  x, 0%, -8%, 9, 1%, 1%, 0%
- CSc1ccc(-c2cc3c(c4c2ccn4C)C2CCC3O2)cc1 (stereo not drawn)
  x, x, u, -14, x, 1%, x
- CCN(Cc1ccc(Cl)s1)C(=O)c1cccc(OCc2c(C)noc2C)c1
  38%, x, 10%[11.6 µM], -28, x, -1%, x
- COc1ccc(N2CCN(C(=O)c3ccc(F)cc3)CC2)c([N+](=O)[O-])c1
  -2%[2.29 µM], 2%, -20%, 29, 6%, -2%, -6%
- O=C(COc1ccccc1)Nc1cccc(S(=O)(=O)N2CCCC2)c1
  -30%, x, 4%, -8, 2%, -6%, 0%
- CC1(C(=O)Nc2ccc3c(c2)OCO3)CCN1C(=O)C1CCCCC1 (stereo not drawn)
  x, x, -4%, -38, x, -5%, x
- CCC(NC(=O)c1cc(COc2ccc(C)nc2)on1)c1ccc(C)cc1 (stereo not drawn)
  65%[activator], -9%, 0%, u, 0%, 2%, 3%
- C=CCn1c(=O)/c(=C/c2ccc(F)cc2)s/c1=C(\C#N)c1nnc2n1CCCCC2
  52%, -1%, -16%, 22, -3%, 2%, -2%
- Cc1occc1C(=O)NNS(=O)(=O)c1ccc(Cl)cc1
  -26%, -2%, 21%, -32, -1%, -7%, 13%
- COc1ccc(S(=O)(=O)N2CCOCC2)cc1NC(=O)c1ccc(OC(F)F)cc1
  17%, x, -3%, 59, -9%, -1%, 11%
- Cc1sc(NC(=O)c2ccc3ncsc3c2)c(C(N)=O)c1C
  -12%, x, 3%, 43, 5%, -4%, -12%
- CCOc1ccc2cc(C3CC(c4ccco4)=NN3S(C)(=O)=O)c(=O)[nH]c2c1 (stereo not drawn)
  5%, -1%, 20%, -17, 3.2µM*, 7%, 0%
- O=C(NCc1ccccc1)C(=O)Nc1c2c(nn1-c1ccc(F)cc1)CSC2
  x, x, x, -34, -21%, -8%, -6%
- COC(=O)/C(C#N)=C(/Nc1ccc(F)c(Cl)c1)C(F)(F)F
  -21%, -1%, -8%, 29, 2%, 5%, -1%
- O=C(NC1CCCCC1)C1CCN(c2nnnn2-c2ccccc2)CC1
  27%, 0%, -3%, 10, -11%, -11%, u
- COC(=O)c1cc(C)sc1NC(=S)N1CCN(CCc2ccccc2)CC1
  -19%, 3%, -7%, 22, -1%, -5%, 7%
- COc1ccc(C(=O)Nc2nc(C)c3cc4c(cc3n2)OCO4)cc1
  -4%, 5%, -9%, 1, 1%, 2%, u
- CC(C)c1c(C(=O)N/N=C/c2cccnc2)nnn1-c1nonc1N
  0%, -1%, 11%, -18, -1%, -6%, 2%
- CCCC[C@@H]1C=C(C(=O)O)[C@H](c2ccc3c(c2)OCO3)N1S(=O)(=O)c1ccc(C)cc1
  -12%, x, 22%, 6, x, 0%, x
- COc1ccc(/C(O)=C/c2nc3ccc(C(=O)NCCc4cccc(C)c4)cc3[nH]c2=O)cc1OC
  -24%, 3%, 8%, 31, 5%, 0%, u
- COC(=O)c1cn(NC(=O)c2ccncc2)c(=O)c2ccccc12
  -19%, -5%, 2%, 10, 4%, 3%, 1%
- Cc1cccc(C)c1NC(=O)C(c1cccc([N+](=O)[O-])c1)N(C)C(=O)c1ccccn1 (stereo not drawn)
  -7%, 5%, -7%, 30, 2%, -7%, -1%
- CC(C)(C)c1ccccc1OCCOCCNCc1ccccc1
  59%, 0%, -15%, 10, 1%, -12%, -2%
- COc1ccccc1C(=O)Nc1ccnn1C1CCN(CC2CC=CCC2)CC1 (stereo not drawn)
  20%, 0%, 1%, -39, -15%, 3%, -12%
- COc1ccc(-c2noc(-c3ccccc3OCC(=O)Nc3ccc(C(C)=O)cc3)n2)cc1
  x, x, x, 22, -1%, 4%, -10%
- O=S(=O)(Nc1cccc(-c2ccc3nncn3n2)c1)c1ccc(Cl)s1
  -40%, -4%, 15%, 3, -9%, -9%, -3%
- CCN1CCN(c2ccc(NC(=O)c3cc(S(=O)(=O)N4CCCC4)ccc3Cl)cc2)CC1
  29%, x, -9%, -12, 1%, -2%, 1%
- CCCC(=O)NC(=S)Nc1ccccc1N1CCOCC1
  -40%, 0%, -1%[2.32 µM], 11, -29%, -9%, -1%
- O=C(CP(=O)(c1ccccc1)c1ccccc1)Nc1nc2ccc(Cl)cc2s1
  2%, 4%, 4%, 9, 2%, 0%, 3%
- CNC(=O)C[C@H]1C(=O)N(Cc2ccccc2)C[C@@H]1CSC
  x, x, 4%, -7, x, -4%, x
- CCOC(=O)C1CCN(C(=O)c2ccc3c(=O)n4c(nc3c2)CCCCC4)CC1
  -15%, x, 36%[activator], -14, 2%, 0%, -8%
- C=CCn1c(COc2cccc(C)c2C)nnc1SCC(=O)N1CCN(c2ccccc2)CC1
  103%[activator], 4%, u, u, -6%, -28%, u
- CC(C(=O)Nc1ccc(F)c(F)c1F)N(C)CC(=O)Nc1ccccc1Br (stereo not drawn)
  10%, 0%, 61%[activator], -29, -2%, 0%, -13%
- COc1ccc(N2CCN(Cc3nc(-c4ccc(Cl)cc4Cl)no3)CC2)cc1
  36%, 5%, u, -28, -16%, -10%, -4%
- COc1ccc(CC2(CO)CCN(Cc3ccncc3)CC2)cc1
  0%, 0%, 5%, -3, x, 0%, 5%
- O=C(Cc1ccccc1F)NNC(=O)c1cccs1
  -8%, x, 5%, 2, x, -1%, x
- CN(C)CCCN=Cc1c(O)n(CCc2ccccc2)c(=O)[nH]c1=O
  -24%, 1%, 3%, 97, 4%, -3%, 1%
- N[C@@H](Cc1ccc(N(CCCl)CCCl)cc1)C(=O)O
  -18%, x, -8%, -27, 14µM*, 3%&-14%, -1%
- CCN(CCCNC(=O)CCn1c(=O)[nH]c2ccccc2c1=O)c1ccccc1
  13%, 4%, -4%, -8, -8%, 7%, -1%
- COc1cccc(C(=O)N(C)CC(=O)Nc2cccc3ccccc23)c1
  -5%, x, -2%, -10, -2%, -13%, 8%
- CSc1ccc(CN2CCN(CC=C(C)C)C(CCO)C2)cc1 (stereo not drawn)
  31%, 0%, 16%, 7, x, 0%, -8%
- COc1ccccc1-c1ocnc1C(=O)Nc1ccc(N2CCOCC2)cc1N1CCOCC1
  156%[activator], 0%, -23%, -17, -10%, 6%, -8%
- Cc1ccc(C)c(N(CC(=O)NC2CCCC2)C(=O)CCC(=O)Nc2nccs2)c1
  7%, -6%, -10%, -4, -20%, -2%, -8%

No new results follow: entries from further up.
Under each structure – AmpC inh no detg, LmPK inh, AMA1-RON2 inh, HCMV inh, Sm TGR block, Tb PYK inh, AmpC detergent
- CC(C)c1c(C(=O)N/N=C/c2cccnc2)nnn1-c1nonc1N
  0%, -1%, 11%, -18, -1%, -6%, 2%
- CCCC[C@@H]1C=C(C(=O)O)[C@H](c2ccc3c(c2)OCO3)N1S(=O)(=O)c1ccc(C)cc1
  -12%, x, 22%, 6, x, 0%, x
- COc1ccc(/C(O)=C/c2nc3ccc(C(=O)NCCc4cccc(C)c4)cc3[nH]c2=O)cc1OC
  -24%, 3%, 8%, 31, 5%, 0%, u
